PAD4 inh – inhibitors of human PAD4; recombinant PAD4, RCA probe fluorescence polarization; AID 485272; actives 0.41% (n = 330,000); inhibition, % at 6.36 µM;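 active = percent inhibition above a cutoff equal to the mean of all tested compounds plus 3 SD, cut at about 15% in these data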;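 note: 0% = PAD4 with RCA probe and DMSO and 100% = probe without PAD4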
GSTO1 inh – counter-screen for RBBP9 inhibitors: inhibitors of human GSTO1; P78417; recombinant GSTO1, activity-based probe fluorescence polarization; inhibition, % at 5.96 µM; actives 1.1% (n = 300,000);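 active = inhibition above the campaign mean inhibition plus 3 SD, cut at about 35% in these data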;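 note: 0% = GSTO1-1 with DMSO and 100% = wells lacking GSTO1-1 enzyme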
LYPLA1 counter – counter-screen for PME1 inhibitors: inhibitors of human LYPLA1 | recombinant LYPLA1, FP-Rh probe fluorescence polarization | inhibition, % at 5.9 µM | actives 0.16% (n = 320,000) | AID 2174;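 active = inhibition above the mean of all tested compounds plus 3 SD, set per campaign, cut at about 14% in these data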;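 note: inhibitors block serine hydrolase probe labeling of LYPLA1 so polarization falls; 0% = enzyme with DMSO and 100% = wells lacking LYPLA1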
PAFAH1B3 FP inh – inhibitors of human PAFAH1B3; inhibition, % at 3.39 µM; actives 0.28% (n = 340,000); Q15102; AID 492972; recombinant PAFAH1B3, FP-rhodamine probe, fluorescence polarization;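 active = inhibition above the screen-wide average of all tested compounds plus 3 SD, cut at about 25% in these data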;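 note: 0% = enzyme with DMSO only and 100% = wells lacking PAFAH1B3 protein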
Target sequence (Q15102 whole entry, looked up): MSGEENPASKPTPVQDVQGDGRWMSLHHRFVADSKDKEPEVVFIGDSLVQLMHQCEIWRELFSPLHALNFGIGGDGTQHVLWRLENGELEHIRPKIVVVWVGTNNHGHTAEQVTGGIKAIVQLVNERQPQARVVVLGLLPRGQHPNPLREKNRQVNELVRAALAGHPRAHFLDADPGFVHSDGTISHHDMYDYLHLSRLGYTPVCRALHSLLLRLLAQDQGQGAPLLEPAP
PME-1 inh – blocks human protein phosphatase methylesterase 1; Q9Y570; recombinant PME-1, FP-Rh probe fluorescence polarization; inhibition, % at 5.9 µM; actives 0.53% (n = 320,000); AID 2130;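 active = inhibition above the campaign mean of all compounds plus 3 SD, cut at about 26% in these data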;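 note: competitive labeling of PME-1 active site by serine hydrolase directed probe; 0% = PME-1 with DMSO and 100% = wells lacking PME-1 enzyme; inhibitors block probe labeling so polarization falls and inhibition rises; many of its hits are not listed in these tables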
PAFAH1B2 inh – inhibitors of human PAFAH1B2. inhibition, % at 3.39 µM. P68402. recombinant PAFAH1B2, FP-rhodamine activity probe, fluorescence polarization. actives 1.2% (n = 340,000). AID 492953;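 active = inhibition above the mean of all tested compounds plus 3 SD, cut at about 24% in these data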;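 note: 0% = enzyme with DMSO and 100% = wells lacking PAFAH1B2; many of its hits are not listed in these tables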
pPAFAH FP inh – inhibitors of human plasma PAF acetylhydrolase (pPAFAH). Q13093. recombinant pPAFAH, FP-rhodamine probe fluorescence polarization. inhibition, % at 3.39 µM. actives 1.5% (n = 330,000);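 active = inhibition above the mean inhibition across the screen plus 3 SD, cut at about 25% in these data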;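 note: inhibitors block binding of the rhodamine activity-based probe so polarization drops; 0% = enzyme with DMSO and 100% = wells lacking pPAFAH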
PREPL inhibitor – inhibits the human prolyl oligopeptidase-like enzyme | AID 2751 | Q4J6C6 | actives 0.68% (n = 320,000) | recombinant PREPL, fluorescence polarization activity-based probe | inhibition, % at 5.96 µM; in the data active = inhibition above about 43%;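 note: 0% = enzyme with DMSO and 100% = wells lacking enzyme; many of its hits are not listed in these tables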
Target sequence (Q4J6C6 whole entry, looked up): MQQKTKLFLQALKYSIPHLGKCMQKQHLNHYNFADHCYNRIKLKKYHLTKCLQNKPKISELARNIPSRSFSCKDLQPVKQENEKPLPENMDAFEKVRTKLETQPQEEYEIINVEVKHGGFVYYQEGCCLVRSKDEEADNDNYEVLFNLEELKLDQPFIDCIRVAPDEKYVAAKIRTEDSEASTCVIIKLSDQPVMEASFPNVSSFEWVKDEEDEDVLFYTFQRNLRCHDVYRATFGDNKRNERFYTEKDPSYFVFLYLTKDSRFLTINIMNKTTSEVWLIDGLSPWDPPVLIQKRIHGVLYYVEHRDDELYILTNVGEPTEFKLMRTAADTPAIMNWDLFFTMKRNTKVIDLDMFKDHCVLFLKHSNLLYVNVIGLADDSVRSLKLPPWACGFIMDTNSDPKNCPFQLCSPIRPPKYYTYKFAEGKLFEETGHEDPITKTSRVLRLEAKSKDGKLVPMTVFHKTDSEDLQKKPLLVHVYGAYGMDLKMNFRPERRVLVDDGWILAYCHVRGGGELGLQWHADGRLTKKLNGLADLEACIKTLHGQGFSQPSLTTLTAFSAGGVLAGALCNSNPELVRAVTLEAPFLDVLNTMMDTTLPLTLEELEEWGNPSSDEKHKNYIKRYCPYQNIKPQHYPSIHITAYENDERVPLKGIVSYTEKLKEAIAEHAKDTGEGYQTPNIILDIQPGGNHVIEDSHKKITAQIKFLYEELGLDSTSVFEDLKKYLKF
LYPLA2 counter – counter-screen for PME1 inhibitors: inhibitors of human LYPLA2. O95372. recombinant LYPLA2, FP-Rh probe fluorescence polarization. inhibition, % at 5.9 µM. actives 0.38% (n = 320,000). AID 2177;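 active = inhibition above the screen-wide mean plus 3 SD, limit set per campaign, cut at about 26% in these data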;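 note: 0% = LYPLA2 with DMSO and 100% = wells lacking LYPLA2 enzyme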
Numbers without * were called inactive; / = no result given. A portion of the library; rates above refer to the full screens.

A first look (six entries):
SMILES	PAD4 inh	GSTO1 inh	LYPLA1 counter	PAFAH1B3 FP inh	PME-1 inh	PAFAH1B2 inh	pPAFAH FP inh	PREPL inhibitor	LYPLA2 counter
COc1ccc2c(c1)C(=O)N(c1ccccc1OC)C(=O)C2(C)C	-1	5	-1	0	3	3	5	8	9
Cc1cc(NC(=O)NC2CCCN2S(=O)(=O)c2ccc(Cl)cc2)no1 (configuration not stated)	2	7	0	9	3	2	6	-12	1
CCN(CCNC(=O)C1CCN(S(=O)(=O)c2cccc3nsnc23)CC1)c1ccccc1	-4	10	4	-1	10	3	-1	15	-1
CC(C)(C)Cc1cc(N)on1	-6	0	4	0	-4	8	2	3	2
COc1cc(NCc2ccccc2)c2ncn(Cc3ccccc3)c2c1	-1	/	/	5	/	7	5	20	/
Cn1cnnc1SCC(=O)Nc1ccc(OC(F)F)cc1	-6	6	-5	5	-2	2	3	-8	-1

Main list, previewed entries included:
SMILES	PAD4 inh	GSTO1 inh	LYPLA1 counter	PAFAH1B3 FP inh	PME-1 inh	PAFAH1B2 inh	pPAFAH FP inh	PREPL inhibitor	LYPLA2 counter
COc1ccc2c(c1)C(=O)N(c1ccccc1OC)C(=O)C2(C)C	-1	5	-1	0	3	3	5	8	9
Cc1cc(NC(=O)NC2CCCN2S(=O)(=O)c2ccc(Cl)cc2)no1 (configuration not stated)	2	7	0	9	3	2	6	-12	1
CCN(CCNC(=O)C1CCN(S(=O)(=O)c2cccc3nsnc23)CC1)c1ccccc1	-4	10	4	-1	10	3	-1	15	-1
CC(C)(C)Cc1cc(N)on1	-6	0	4	0	-4	8	2	3	2
COc1cc(NCc2ccccc2)c2ncn(Cc3ccccc3)c2c1	-1	/	/	5	/	7	5	20	/
Cn1cnnc1SCC(=O)Nc1ccc(OC(F)F)cc1	-6	6	-5	5	-2	2	3	-8	-1
COc1ccc(CCn2c(SCCN3CCCCC3)nc3ccccc3c2=O)cc1OC	0	2	1	12	9	9	-1	-12	2
CN1CCS/C1=C/C=C1\SC(=S)N(CC(=O)O)C1=O	-1	6	0	1	-2	-5	3	-10	-2
O=C(CSc1n[nH]c(-c2ccc(S(=O)(=O)N3CCCCC3)cc2)n1)Nc1nccs1	4	-16	-3	2	3	39*	17	-2	-1
C[C@@H](NC(=O)Cn1ccc(NC(=O)OCc2ccccc2)nc1=O)c1cccc2ccccc12	-9	/	-1	-9	-6	2	-6	-74	-2
CCOc1ccc(OCCCN(C)C)cc1	-1	-4	4	0	1	9	3	0	0
Oc1ccc(/C=N/NC(=S)Nc2cccnc2)cc1O	4	33	-9	13	12	2	33*	43	-8
Cc1ccc(CNC(=O)c2ccc(Cn3nc(C)cc3C)o2)cc1	-1	-1	-2	3	1	1	5	-5	2
O=C(Nn1cnnc1)c1ccc([N+](=O)[O-])cc1Cl	3	-10	1	-1	5	7	-1	7	4
COc1ccc(F)cc1C(=O)C1CCCN(C(=O)CCc2ccccn2)C1 (configuration not stated)	-3	6	2	5	2	5	4	9	-2
C/C(=N/NC(=O)CNC(=O)Cc1ccccc1)c1ccco1	-7	0	1	-3	-3	1	5	1	4
Cc1ccccc1-n1c(SCC(=O)Nc2cccc3ccccc23)nc(O)cc1=O	-4	-1	-11	1	-3	-4	46*	6	-8
CC(C)(C)NC(=O)c1cccc(NC(=O)c2ccco2)c1	1	9	-1	-4	1	2	3	-12	2
Cc1cccc(NC(=S)NCC2CCCO2)c1 (configuration not stated)	-5	7	2	2	-1	7	4	-2	9
O=C(NCC1CCCO1)C1CCC(=O)N1CCc1ccccc1 (configuration not stated)	-2	4	1	-1	0	2	-2	4	-1
COc1ccc(NC(=O)/C(C#N)=C/c2c(C)nn(-c3ccc(F)cc3)c2Cl)cc1OC	0	-1	-6	-1	3	5	0	-4	-2
C=CCSC(=S)NC1CCS(=O)(=O)C1 (configuration not stated)	2	2	-1	0	4	-2	0	8	0
CCCCCn1c(=NC(=O)c2cccnc2)c(C#N)cc2c(=O)n3cccc(C)c3nc21	-3	0	2	-3	6	-1	2	-6	5
CC(=O)Nc1cccc(NC(=O)CCCC2CCCCC2)c1	0	0	-1	0	1	15	4	-5	9
Cc1cccc(Cn2c(=O)c3c(nc4n3CCN4Cc3ccco3)n(C)c2=O)c1	-8	-10	-3	10	6	11	7	13	-1
CCC(C)n1c(SCC(=O)NC2CCCC2)nc2ccccc2c1=O (configuration not stated)	1	5	-1	7	3	4	2	-4	2
Cc1cccc(C(=O)NC(CC(=O)O)c2ccc(OC3CCCC3)cc2)c1[N+](=O)[O-] (configuration not stated)	1	-2	0	4	0	2	-1	6	2
CCC(=O)Nc1ccc(-n2nnnc2SCC(=O)NNC(=O)c2ccco2)cc1	3	5	1	/	3	/	2	-2	2
CCN(CC(=O)Nc1ccc(N2CCOCC2)cc1)C(=O)c1ccc(C(F)(F)F)cc1	-2	5	-3	-3	-7	0	5	14	2
Cc1ccsc1/C=C1\SC(N2CC(C)OC(C)C2)=NC1=O (configuration not stated)	-2	-3	-1	4	-4	0	2	15	-8
Cc1cc(OCC(=O)Nc2ccccc2N2CCOCC2)c(C(C)C)cc1Cl	0	/	-5	4	-4	2	-1	1	-4
Cn1c2ccccc2c2nnc(SCC(=O)NC3CCCC3)nc21	3	2	-1	4	-3	2	8	1	0
CCCC/C(C)=N/NC(=O)C(=O)NCCc1ccccc1	-1	10	-2	0	-1	3	3	13	-4
Cc1ccc(N(CC(=O)NCc2ccco2)S(=O)(=O)c2ccccc2)cc1	-2	-1	0	0	7	5	-1	-18	6
CC1Sc2ccc(S(=O)(=O)CCC(=O)NCc3ccccc3Cl)cc2NC1=O (configuration not stated)	-1	0	-2	-3	7	0	6	-4	7
COC(=O)C1CCN(C(=O)c2ccc(OC)c(S(=O)(=O)N3CCCc4ccccc43)c2)CC1	-5	/	/	12	/	8	4	12	/
COc1ccc2cc(/C=C3\SC(=S)NC3=O)c(N3CCOCC3)nc2c1	-7	-4	9	15	4	4	8	10	-3
COc1ccc2nc(-c3ccccc3)cc(C(=O)OCC(=O)N3CCCCC3)c2c1	3	/	-10	6	-6	-3	5	-35	-10
COc1ccc(/C=C2\C(=N)N3N=C(CC(=O)N4CCCCC4)SC3=NC2=O)cc1	-3	5	0	7	2	3	9	5	-2
CC(=O)c1ccc(Oc2ncnc3sccc23)c(CN2CCOCC2)c1	4	3	-3	10	6	-6	5	22	2
O=C(Nc1ccc(S(=O)(=O)Nc2cnc3ccccc3n2)cc1)c1cccc(OC(F)F)c1	-1	-10	-10	7	-12	2	3	9	-2
O=C(C1CCC(=O)N1Cc1ccccc1Cl)N1CCN(c2cccc(Cl)c2)CC1 (configuration not stated)	-5	2	6	5	11	0	-3	12	34*
O=C(Oc1cccccc1=O)c1ccccc1	3	6	-1	-2	5	4	2	-2	0
CCCCCCC(O)(CCN1CCCCC1)c1ccccc1 (configuration not stated)	4	-3	4	-1	-2	4	1	2	8
CC#CC[N+](C)(C)CCCCCC	0	3	3	7	1	0	1	19	4
N#Cc1c(N)nc(SCc2ccncc2)c(C#N)c1-c1cccs1	0	-70	39*	1	15	0	-1	-6	42*
Cc1nnc(SCC(=O)Nc2ccccc2N2CCOCC2)s1	-8	0	6	1	-7	6	4	7	6
COc1ccc(NC(=O)c2ccc(NC(=O)CCS(=O)(=O)c3cccs3)cc2)cc1	-5	-6	0	8	-6	-1	2	0	1
CCOC(=O)CNC(=O)c1cn(CC)c(=O)c2cc(OC)c(OC)cc12	4	-2	0	-4	4	3	1	-2	-1
CCc1nc(N2CCC3(CC2)OCCO3)c2nnn(Cc3ccccc3Cl)c2n1	-1	4	-1	-2	0	-1	1	5	-4
Cc1[nH]c2ccccc2c1/C=N/NC(=O)c1ccccc1	2	2	0	4	1	5	8	-2	7
CCOC(=O)COc1nc(OC)nc(N2CCOCC2)n1	-2	1	-5	0	-4	1	3	2	2
O=c1ccc2ccc(O[C@@H]3O[C@H](CO)[C@@H](O)[C@H](O)[C@H]3O)c(O)c2o1	3	/	1	5	0	11	1	11	9
CCOC(=O)c1nc(NCc2ccccc2C)c2ccccc2n1	-1	5	-1	4	-3	4	2	-10	1
Cc1ccc(NC(=O)CSCC(=O)Nc2ncc3c(n2)CC(c2ccco2)CC3=O)cc1 (configuration not stated)	0	3	0	7	-1	2	6	9	1
O=C(CSCc1ccc([N+](=O)[O-])cc1)N/N=C/c1ccncc1	-10	3	-3	5	-4	-1	2	-6	3
COC(=O)c1c(C)[nH]c(C(=O)CN2CCOCC2)c1C	0	1	-5	6	-1	1	5	-2	-3
COC(=O)C1=C[C@@H](C(=O)OC)[C@@H]2C3=C(C(=O)[C@@]2(C)NC(=O)c2ccccc2)[C@H](C)n2c(=O)n(C)c(=O)n2[C@@H]3C1	2	5	1	12	-4	5	-2	6	3
COC/C=C/C1=CC2=CC(=O)C(C)(OC(=O)c3cnc4ccccc4n3)C(=O)C2=CN1Cc1ccccc1 (configuration not stated)	5	16	2	11	4	-1	18	-2	10
O=C(CCCn1c(SCC(=O)Nc2ccccc2C(F)(F)F)nc2ccccc2c1=O)NCC1CCCO1 (configuration not stated)	3	1	5	2	4	1	-1	17	2

Part of the list above in order of SMILES length, low to high.
SMILES	PAD4 inh	GSTO1 inh	LYPLA1 counter	PAFAH1B3 FP inh	PME-1 inh	PAFAH1B2 inh	pPAFAH FP inh	PREPL inhibitor	LYPLA2 counter
O=C(CSCc1ccc([N+](=O)[O-])cc1)N/N=C/c1ccncc1	-10	3	-3	5	-4	-1	2	-6	3
CCOC(=O)CNC(=O)c1cn(CC)c(=O)c2cc(OC)c(OC)cc12	4	-2	0	-4	4	3	1	-2	-1
CCc1nc(N2CCC3(CC2)OCCO3)c2nnn(Cc3ccccc3Cl)c2n1	-1	4	-1	-2	0	-1	1	5	-4
COC(=O)C1=C[C@@H](C(=O)OC)[C@@H]2C3=C(C(=O)[C@@]2(C)NC(=O)c2ccccc2)[C@H](C)n2c(=O)n(C)c(=O)n2[C@@H]3C1	2	5	1	12	-4	5	-2	6	3

Later entries
SMILES	PAD4 inh	GSTO1 inh	LYPLA1 counter	PAFAH1B3 FP inh	PME-1 inh	PAFAH1B2 inh	pPAFAH FP inh	PREPL inhibitor	LYPLA2 counter
Cc1ccc2cc(C#N)c(N3CCCN(C(=O)c4cnccn4)CC3)nc2c1	-1	-3	0	0	-4	0	1	-3	0
CCOC(=O)C1=C(C)NC(=O)C(C(N)=O)C1c1ccccc1 (configuration not stated)	-3	6	6	6	2	4	6	3	6
Cc1ccc(-c2onc3ccc(C4OCCO4)cc23)cc1	-3	7	-2	2	-4	2	4	3	2
CN1C(=O)N(C)c2cccc3cccc1c23	-2	5	0	-4	-1	5	2	-4	0

Source: PubChem BioAssay
